Alkaline phosphatase – human TNAP enzyme inhibitors, biochemical, luminescent (AID 518) | inhibition, % at 20 µM, or IC50 in µM where a hit was titrated | actives 0.09% (n = 64,000) | purified TNAP enzyme, luminescent substrate readout; higher % means a stronger effect | Alkaline phosphatase, tissue-nonspecific isozyme (Homo sapiens); in the data active = a potency from the dose series; inactive = the rest, 99 in 100 with inhibition below about 22%;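 also: plate controls were vehicle for no effect and reference inhibitor for full effect; many of its hits are not listed in these tables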
LYP inhibition – LYP phosphatase inhibitors, primary screen, biochemical, DiFMUP fluorescence, recombinant catalytic domain, 10 µM (AID 606); 52,000 tested, under 10 active; Tyrosine-protein phosphatase non-receptor type 22 (Homo sapiens); one-dose inhibition, % at 10 µM; IC50 in µM for titrated hits; recombinant LYP catalytic domain, DiFMUP fluorescence; higher % means a stronger effect;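 active = IC50 under 40 µM in the dose-response test; inactive = IC50 of 40 µM or more, or never dose-tested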
PMK inhibit – S. pneumoniae PMK inhibitors, primary screen, biochemical, mevalonate pathway, pilot trial included; AID 539, 2006; purified PMK, PK/LDH-coupled NADH absorbance 340 nm; actives 0.49% (n = 65,000); inhibition, % at 10 µM;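 active = top-ranked compounds by inhibition in the single 10 µM screen, taking a fixed number of the strongest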;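 also: 0% = full reaction with DMSO carrier and 100% = background rate without enzyme reaction; no value below 0 was filed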
HPDE-C7 cytotoxicity – cytotoxicity in HPDE-C7 cells, cell-based, fluorescence, HTS (AID 430) | HPDE-C7 pancreatic duct cells viability, fluorescence; higher % means a stronger effect | cytotoxicity, % at 10 µM; hits with a dose series show EC50 in µM | actives 1.8% (n = 63,000);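 also: cells exposed to compound for 48 hours before viability readout; 0% = vehicle and 100% = reference cytotoxic drug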
Spn MK inh – S. pneumoniae MK inhibitors, primary screen, biochemical, PK/LDH-coupled NADH absorbance. AID 555, 2006. purified MK, PK/LDH-coupled NADH absorbance 340 nm. actives 0.48% (n = 65,000). inhibition, % at 10 µM. mevalonate kinase [Streptococcus pneumoniae D39];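 active = ranked among the strongest by inhibition in the single 10 µM screen, a fixed top-ranked set picked for dose follow-up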; also: no value below 0 was filed
DPM-DC inhibit – S. pneumoniae DPM-DC inhibitors, primary screen, biochemical, PK/LDH-coupled NADH fluorescence | purified DPM-DC | actives 0.49% (n = 65,000) | calls only at 10 µM | AID 556, 2006;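 active = the 320 compounds with the highest percent inhibition in the single-dose primary screen, excluding strongly autofluorescent ones, cut at about 32% in these data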;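 also: kinetic rate of NADH fluorescence loss reporting ADP formed by the decarboxylase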
Bfl-1 displacement – Bfl-1 inhibitors, primary screen, biochemical, fluorescence polarization, FITC-Bid, mouse (AID 432); Bcl-2-related protein A1 (Mus musculus); actives 0.02% (n = 64,000); FITC-Bid BH3 peptide fluorescence polarization displacement; higher % means a stronger effect; displacement, % at 20 µM; hits with a dose series show IC50 in µM; in the data active = a potency from the dose series; inactive = the rest, 99 in 100 with displacement below about 15%; also: strong numbers were not always called active
HT1080 cytotoxicity – cytotoxicity in HT1080 fibrosarcoma cells, cell-based, fluorescence readout (AID 620); actives 0.42% (n = 87,000); HT1080 viability, fluorescence; higher % means a stronger effect; one-dose cytotoxicity, % at 10 µM; EC50 in µM for titrated hits;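 also: cells exposed to compound overnight then 4 h with Alamar Blue; 0% = vehicle DMSO and 100% = killing control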
KRASV12 cytotoxicity – cytotoxicity in KRAS-transformed pancreatic duct cells, primary screen, cell-based, fluorescence, HTS (AID 431); HPDE-C7K KRASV12 cells, Alamar Blue viability, 48 h; higher % means a stronger effect; one-dose cytotoxicity, % at 10 µM; EC50 in µM for titrated hits; actives 1.7% (n = 63,000);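 active = compounds whose percent cytotoxicity in the single-dose primary screen, scaled between solvent and toxic-drug controls, exceeds 50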;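 also: 0% = DMSO solvent wells and 100% = doxorubicin-treated wells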
PMK inhibit pilot replicates – second read-out of PMK inhibit, no call of its own (marks repeat the call); inhibition, %; measured here: pilot screen replicates
Spn MK inh pilot replicates – also measured in Spn MK inh; calls as there; inhibition, %; measured here: pilot screen replicates
DPM-DC inhibit pilot screen % – further read-out of DPM-DC inhibit, marked with its call; inhibition, %; measured here: pilot screen trials
Starred values were filed as active, the others as inactive; i = inactive; nt = not tested or not shown. Rule as the data show it, unless noted: active = cytotoxicity above about 50%; inactive = the rest.

SMILES	Alkaline phosphatase	LYP inhibition	PMK inhibit	HPDE-C7 cytotoxicity	Spn MK inh	DPM-DC inhibit	Bfl-1 displacement	HT1080 cytotoxicity	KRASV12 cytotoxicity	others
O=C(O)Cn1cc(C(=O)c2ccco2)c2ccccc21	8.2%	0.7%	13.0	-8.4%	11.0	i	4.9%	0.8%	1.8%	PMK inhibit pilot replicates=0.0;Spn MK inh pilot replicates=1.0;DPM-DC inhibit pilot screen %=0.0
Cc1ccc(S(=O)(=O)N2CCN(c3ncnc4c3cnn4-c3ccccc3)CC2)cc1	8.4%	nt	18.0	-1.3%	0.0	i	-7.8%	9.8%	13.4%
CCn1c(CNc2ccccc2Cl)nnc1SCCN1CCCCC1	9.1%	1.4%	13.0	1.3%	15.0	i	1.2%	-1.2%	-18.6%
CCCCCN=C(C)c1c(O)c2ccccc2oc1=O	7.3%	3.5%	12.0	-5.1%	7.0	i	-5.8%	0.9%	-0.3%
O=C(CSc1nnc(CNc2ccc(Cl)cc2)n1Cc1ccccc1)NCc1ccco1	10.6%	0.2%	10.0	-1.0%	14.0	i	6.6%	-10.0%	-14.7%
CCCCOc1ccc(Cl)cc1CSc1nncn1N	9.3%	5.1%	1.0	nt	4.0	i	-2.8%	-9.5%	nt
Cc1cc(C(=O)CN2C(=O)c3ccccc3C2=O)c(C)n1C1CC1	10.2%	12.4%	18.0	6.6%	10.0	i	-2.2%	1.0%	14.5%
CC(=O)N1CCN(c2ccccc2NC(=O)c2cc(Br)ccc2Cl)CC1	4.8%	-1.4%	4.0	-8.1%	12.0	i	1.8%	0.2%	-11.2%
CSC1=C(C#N)C(c2cccs2)CC(=O)N1C (stereo not drawn)	10.5%	nt	3.0	-16.4%	7.0	i	6.4%	6.4%	3.6%
c1ccc(Cc2nn3c(C4COc5ccccc5O4)nnc3s2)cc1 (stereo not drawn)	10.2%	3.2%	1.0	-6.9%	7.0	i	16.5%	1.3%	-2.7%
Cc1c(NC(=O)c2ccccc2NS(=O)(=O)c2ccc(F)cc2)c(=O)n(-c2ccccc2)n1C	5.4%	5.1%	14.0	-6.2%	10.0	i	8.5%	5.8%	16.0%
COc1ccc(CNCCNC(=O)c2ccco2)c(OC)c1OC	8.0%	2.6%	7.0	3.5%	1.0	i	1.1%	-6.0%	3.5%
CC(C)CC(=O)Nc1ccc2oc(-c3cccnc3)nc2c1	10.2%	-3.4%	0.0	-9.6%	8.0	nt	-0.7%	1.3%	-0.4%
CCC(=O)c1ccc(OCCn2cncn2)cc1	15.0%	16.8%	0.0	4.4%	0.0	i	4.1%	20.9%	-5.6%
COC(=O)c1c(NC(=O)c2ccc(Br)o2)sc(C)c1C	3.0%	0.7%	8.0	11.0%	1.0	i	-5.2%	-7.9%	3.4%
O=C(CC1Nc2ccccc2NC1=O)Nc1ccccc1 (stereo not drawn)	7.0%	-2.3%	3.0	-5.8%	2.0	i	8.8%	0.2%	-3.2%
CCOc1ccc(OCC)c(NS(=O)(=O)c2cccc3nsnc23)c1	8.0%	12.8%	7.0	9.6%	7.0	i	1.4%	-1.0%	4.4%
CCN(Cc1ccccc1)S(=O)(=O)c1ccc2oc(C(=O)O)c(C)c2c1	8.4%	4.0%	8.0	11.2%	0.0	i	-4.0%	-12.7%	6.6%
Cc1cc(NC(=O)COc2ccccc2)n(-c2ccccc2)n1	8.6%	12.3%	18.0	-4.1%	0.0	i	2.5%	7.7%	6.7%
COc1ccc(NC(=O)C(C)N(c2ccc(C)cc2)S(C)(=O)=O)c(OC)c1 (stereo not drawn)	7.0%	13.9%	7.0	-16.6%	10.0	i	-4.1%	-1.1%	-6.0%
CCOc1ccccc1CNC(=O)c1cc2occc2n1C	8.1%	1.3%	5.0	-1.1%	7.0	i	-1.1%	16.7%	1.5%
CCCCC(=O)NCCc1ccc(S(N)(=O)=O)cc1	19.9%	7.1%	5.0	-24.9%	7.0	i	2.2%	-2.4%	-5.4%	PMK inhibit pilot replicates=4.0;Spn MK inh pilot replicates=0.5;DPM-DC inhibit pilot screen %=0.0
C/C(CC(O)(/C=N/O)c1ccccc1)=N\O (stereo not drawn)	0.2%	-3.5%	10.0	-3.2%	6.0	i	3.0%	5.8%	-0.9%	PMK inhibit pilot replicates=2.0;Spn MK inh pilot replicates=3.0;DPM-DC inhibit pilot screen %=4.0
CCOC(=O)C(C#N)c1ccccn1 (stereo not drawn)	9.0%	3.0%	0.0	-13.9%	8.0	i	4.1%	4.2%	-9.0%

Sorted by molecular weight (low to high): part of the list above
SMILES	Alkaline phosphatase	LYP inhibition	PMK inhibit	HPDE-C7 cytotoxicity	Spn MK inh	DPM-DC inhibit	Bfl-1 displacement	HT1080 cytotoxicity	KRASV12 cytotoxicity	others
CCOC(=O)C(C#N)c1ccccn1 (stereo not drawn)	9.0%	3.0%	0.0	-13.9%	8.0	i	4.1%	4.2%	-9.0%
O=C(CC1Nc2ccccc2NC1=O)Nc1ccccc1 (stereo not drawn)	7.0%	-2.3%	3.0	-5.8%	2.0	i	8.8%	0.2%	-3.2%
COC(=O)c1c(NC(=O)c2ccc(Br)o2)sc(C)c1C	3.0%	0.7%	8.0	11.0%	1.0	i	-5.2%	-7.9%	3.4%
CCOc1ccc(OCC)c(NS(=O)(=O)c2cccc3nsnc23)c1	8.0%	12.8%	7.0	9.6%	7.0	i	1.4%	-1.0%	4.4%
COc1ccc(NC(=O)C(C)N(c2ccc(C)cc2)S(C)(=O)=O)c(OC)c1 (stereo not drawn)	7.0%	13.9%	7.0	-16.6%	10.0	i	-4.1%	-1.1%	-6.0%

(continued)
SMILES	Alkaline phosphatase	LYP inhibition	PMK inhibit	HPDE-C7 cytotoxicity	Spn MK inh	DPM-DC inhibit	Bfl-1 displacement	HT1080 cytotoxicity	KRASV12 cytotoxicity	others
CCOC(=O)c1c(C)[nH]c(C(=O)CSc2nc3ccccc3o2)c1C	2.6%	14.4%	22.0	3.1%	4.0	i	-4.9%	3.8%	1.6%	PMK inhibit pilot replicates=3.0;Spn MK inh pilot replicates=2.5;DPM-DC inhibit pilot screen %=2.0
O=C(NCc1cccnc1)c1ccc(COc2ccc3c(c2)CCC3)o1	1.9%	3.3%	0.0	9.7%	10.0	i	2.6%	2.7%	5.8%
CC1(C)Cc2c(sc3c2C2=NCCN2C=N3)CS1	9.8%	-0.2%	7.0	4.7%	0.0	i	5.8%	-4.2%	6.1%	PMK inhibit pilot replicates=0.0;Spn MK inh pilot replicates=0.0;DPM-DC inhibit pilot screen %=3.5
CC(=O)c1c(C)[nH]c(C(=O)N2CCc3ccccc3C2)c1C	7.2%	0.4%	9.0	9.4%	7.0	i	0.3%	8.6%	4.9%
CC(=O)NC1(NC(C)=O)CCN(C)C(c2ccccc2)C1C (stereo not drawn)	-3.8%	nt	6.0	-3.1%	6.0	i	-1.0%	-5.4%	4.9%
COc1cc(-c2nnc3sc(-c4cccs4)nn23)cc(OC)c1OC	6.7%	6.6%	2.0	75.8%*	8.0	i	-8.0%	7.0%	62.9%*
CN1CCN(c2nc3c(c(=O)n(C)c(=O)n3C)n2CCSc2nc3ccccc3s2)CC1	14.4%	17.9%	10.0	-3.5%	0.0	i	-3.2%	3.7%	4.0%
COc1ccc(C(=O)CSc2nnc(CNC(=O)c3ccc(OC)cc3)n2C)cc1	9.8%	-3.5%	0.0	7.4%	4.0	i	-2.8%	1.2%	9.0%
CCCc1[nH]nc2c1C(Cc1ccccc1)C(C#N)=C(N)O2 (stereo not drawn)	2.6%	9.8%	3.0	-5.2%	9.0	i	-2.4%	-4.9%	-1.9%
CC(C)NC(=O)CSc1nnc(-c2ccc(C(C)(C)C)cc2)n1C	7.2%	5.5%	15.0	-17.6%	0.0	i	2.2%	-1.0%	-11.7%	PMK inhibit pilot replicates=0.0;Spn MK inh pilot replicates=0.0;DPM-DC inhibit pilot screen %=0.0
COc1ccc(N2CCN(S(=O)(=O)c3ccc(OC)cc3)CC2)cc1	11.2%	0.4%	7.0	-1.9%	6.0	i	3.3%	-2.3%	2.5%
O=C(O)c1[nH]c2ccc(Cl)cc2c1CC(=O)N1CCN(c2ccccc2)CC1	3.1%	13.7%	13.0	5.3%	9.0	i	1.6%	5.0%	8.0%
CC(=O)N(Cc1cc(=O)[nH]c2ccccc12)c1ccc(C)cc1	9.2%	nt	9.0	-6.0%	8.0	i	-14.4%	14.1%	-8.4%
O=C(O)c1ccccc1C(=O)NCc1ccccc1	12.7%	nt	0.0	27.5%	11.0	i	-3.4%	nt	5.4%
c1coc(-c2nc(-c3ccco3)c(-c3ccco3)nc2-c2ccco2)c1	8.2%	-5.4%	16.0	-9.1%	16.0	nt	17.1%	-6.3%	-1.8%
CC(C)C(C(=O)NC1CCCCC1)N(CC1CCCO1)C(=O)CNS(=O)(=O)c1ccc(F)cc1 (stereo not drawn)	0.4%	7.4%	10.0	-3.3%	3.0	i	2.5%	-1.1%	6.0%
Cc1ccccc1OCC(=O)N(Cc1cccs1)C1CCS(=O)(=O)C1 (stereo not drawn)	9.0%	-1.0%	0.0	10.5%	7.0	i	-0.5%	-7.1%	-0.9%
CCOc1cc(C(=O)Nc2ccc(N3CCN(S(C)(=O)=O)CC3)cc2)cc(OCC)c1OCC	11.2%	-0.2%	0.0	-6.8%	2.0	i	3.8%	5.8%	-6.5%
CCOC(=O)CSC1=C(C#N)C(c2ccc3c(c2)OCO3)CC(=O)N1 (stereo not drawn)	19.3%	2.5%	3.0	43.8%	10.0	i	-7.5%	8.5%	27.9%	PMK inhibit pilot replicates=2.0;Spn MK inh pilot replicates=0.0;DPM-DC inhibit pilot screen %=0.0
CC1=C(C(N)=O)C(c2cccc(O)c2)n2nc(CCCO)nc2N1 (stereo not drawn)	12.8%	17.1%	12.0	1.3%	3.0	i	-2.3%	-6.1%	-8.1%
O=C(c1cc2ccccn2n1)N1CCN(c2cccc(C(F)(F)F)c2)CC1	9.7%	nt	6.0	-2.8%	2.0	i	-11.4%	-4.4%	1.7%
CCOc1ccc(NC(=O)CN2CCN(CC(=O)Nc3ccc(C(=O)OC)cc3)CC2)cc1	5.9%	5.4%	10.0	-7.1%	0.0	i	1.4%	16.2%	-8.0%
Cc1cc(Nc2cccc(C)c2C)n2ncnc2n1	0.0%	13.7%	11.0	13.1%	1.0	i	6.8%	-6.2%	3.6%
Cc1ccc(CCNC(=O)C2CCN(S(=O)(=O)N3CCCC3)CC2)cc1	1.7%	6.0%	0.0	-12.6%	2.0	i	-2.3%	nt	-0.3%
CC(=O)N=c1sc2cc(C)ccc2n1C	0.0%	nt	4.0	-21.1%	1.0	i	-7.2%	-6.0%	-12.3%
CC(=O)c1ccc(NC(=O)CCNS(=O)(=O)c2cccc3nonc23)cc1	3.0%	5.3%	11.0	-6.8%	11.0	i	0.4%	-13.8%	-2.0%
